PLK1 PBD block – qHTS for Inhibitors of PLK1-PDB (polo-like kinase 1 - polo-box domain): Primary Screen; Plk1 PBD binding of FITC phosphopeptide, fluorescence polarization; AID 720504, 2013; actives 2.8% (n = 360,000); Potency, µM, for inactives: max response, negative = inhibition, most hits filed as inhibitors; Serine/threonine-protein kinase PLK1 (Homo sapiens), P53350; also: potency is read from the fitted curve at half-maximal effect; series mostly up to about 57 µM; % is scaled to controls: 0 for no effect and ±100 for the full control effect; nearly all actives have a fitted effect of over 65% in size
DRD3 antagonist – qHTS of D3 Dopamine Receptor Antagonist: qHTS. D(3) dopamine receptor (Homo sapiens), P35462. actives 2.5% (n = 360,000). max response, negative = inhibition, %. D3R cells, DiscoveRx beta-arrestin luminescence, antagonist mode; active compounds read low; in the data active = max response below about -50%; inconclusive = no clear call, values can overlap the other calls; also: % is scaled to controls: 0 for no effect and ±100 for the full control effect; mostly tested at two doses, the higher about 12 µM
Target sequence (P35462 whole entry, looked up): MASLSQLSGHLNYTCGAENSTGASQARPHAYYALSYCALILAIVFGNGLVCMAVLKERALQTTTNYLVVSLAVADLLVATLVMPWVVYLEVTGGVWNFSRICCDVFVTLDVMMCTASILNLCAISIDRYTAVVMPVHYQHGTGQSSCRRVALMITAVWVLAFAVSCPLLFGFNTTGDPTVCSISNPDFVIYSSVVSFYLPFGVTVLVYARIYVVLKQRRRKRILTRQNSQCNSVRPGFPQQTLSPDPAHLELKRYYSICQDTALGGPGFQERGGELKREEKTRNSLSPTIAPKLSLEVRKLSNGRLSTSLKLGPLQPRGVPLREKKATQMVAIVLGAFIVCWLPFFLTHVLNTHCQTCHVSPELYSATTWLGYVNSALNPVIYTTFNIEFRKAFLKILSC
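Cells plated overnight at 1500 cells/well, then exposed to library compounds with dopamine controls for 90 minutes at 37 degrees C. DiscoveRx reagent added for 30–60 minutes at room temperature; luminescence read, quantitative HTS format.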
GLP1R inv ag – qHTS of GLP-1 Receptor Inverse Agonists (Inhibition Mode). Potency, µM (top dose mostly 38.3 µM), for the others: at the top dose activity change, negative = inhibition, usual class: inhibitors. HEK293 GLP-1R CRE-luciferase, luminescence, 24 h; GLP-1R form is constitutively active. actives 1.6% (n = 410,000). Glucagon-like peptide 1 receptor (Homo sapiens), P43220; also: potency is read from the fitted curve at half-maximal effect; % is scaled to controls: 0 for no effect and ±100 for the full control effect; nearly all actives have a fitted effect of over 55% in size
Target sequence (P43220 whole entry, looked up): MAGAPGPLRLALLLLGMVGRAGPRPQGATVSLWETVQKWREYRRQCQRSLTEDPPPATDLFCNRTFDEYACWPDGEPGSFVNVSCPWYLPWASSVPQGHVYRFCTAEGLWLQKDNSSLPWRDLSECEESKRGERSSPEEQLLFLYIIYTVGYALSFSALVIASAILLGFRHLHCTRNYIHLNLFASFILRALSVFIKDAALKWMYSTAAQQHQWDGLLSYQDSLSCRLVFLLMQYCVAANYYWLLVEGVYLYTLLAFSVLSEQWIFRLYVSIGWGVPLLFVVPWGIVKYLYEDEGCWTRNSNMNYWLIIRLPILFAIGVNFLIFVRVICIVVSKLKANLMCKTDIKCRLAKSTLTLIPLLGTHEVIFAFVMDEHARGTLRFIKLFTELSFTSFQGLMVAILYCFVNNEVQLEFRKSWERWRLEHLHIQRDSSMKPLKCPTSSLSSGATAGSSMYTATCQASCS
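Constitutively active GLP-1R drives a cAMP-responsive luciferase in stably transfected HEK293 cells; test compounds are added after overnight (12 h) attachment and left 24 hr, and signal loss in luminescence marks inhibition.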
GLP1R ag – qHTS of GLP-1 Receptor Agonists | Glucagon-like peptide 1 receptor (Homo sapiens), P43220 | HEK293 GLP-1R CRE-luciferase, luminescence, 4-6 h; cells express a hypersensitive GLP-1R form | Potency, µM (highest dose often 45.6 µM), inactives show at the top dose activation, most hits filed as activators | actives 0.007% (n = 380,000); also: potency is read from the fitted curve at half-maximal effect; % of control where 0% means no effect
PI5P4K alpha inh – qHTS for Inhibitors of phosphatidylinositol 5-phosphate 4-kinase (PI5P4K); max response, %; AID 652105, 2013; PI5P4Kalpha enzyme, ADP-Glo luminescence, 60 min; active compounds read low; actives 1.2% (n = 330,000); active = max response of -50% or lower; inconclusive = between -30% and -50%; inactive = -30% or higher; also: value at the top dose of about 77 µM; % is scaled to controls: 0 for no effect and ±100 for the full control effect
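Controls without substrate or without enzyme flank wells where PI5P4Kalpha converts substrate using 5 microM ATP (final). Incubation lasts 60 minutes at room temperature; ADP formed is read by ADP-Glo luminescence.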
WRN helicase inh – qHTS for Inhibitors of WRN Helicase; Bifunctional 3'-5' exonuclease/ATP-dependent helicase WRN (Homo sapiens), Q14191; WRN helicase unwinding, fluorescent forked duplex, kinetic; Potency, µM (doses to about 114 µM), for inactives: at the highest dose activity change, negative = inhibition, actives largely listed as inhibitors; actives 0.46% (n = 360,000); also: potency is read from the fitted curve at half-maximal effect; % is scaled to controls: 0 for no effect and ±100 for the full control effect; nearly all actives have a fitted effect of over 55% in size
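Fluorescence dequenching readout, ex 525 nm/em 598 nm, kinetic mode: forked duplex DNA (100 nM final) with adjacent fluorophore and quencher unwound by WRN (20 nM final) with 2 mM ATP. Compound preincubation 15 min, room temperature.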
IL-2 act – qHTS of IL-2 Activators; actives 0.065% (n = 360,000); IL-2 activation reporter assay, cell-based qHTS; stimulated with anti-CD3/CD4/CD28 beads; in transgenic mouse T cells; activation, % (series mostly up to about 46 µM); in the data active = activation above about 50%; inconclusive = mostly about 30% to 49%; also: 0% is about no effect
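Readout is EGFP and DsRed signal by fluorescent plate cytometry after 18 h at 37 degrees C. Transgenic mouse T cells (750/well) received compound for 60 min before bead stimulation (anti-CD3, anti-CD4, anti-CD28); memory T cells served as non-tolerant control.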
GLP1R cytotox – qHTS of GLP-1 Receptor Inverse Agonists: Cytotox Screen; Potency, µM (titrated, usually from 38.3 µM), for the others: at the top dose activity change, negative = inhibition, usual class: inhibitors; AID 624418, 2012; actives 0.13% (n = 410,000); HEK293 cAMP-luciferase reporter cells, luminescence, 24 h;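 also: loss of luciferase light is scored as toxicity; potency is read from the fitted curve at half-maximal effect; % is scaled to controls: 0 for no effect and ±100 for the full control effect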
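To flag toxic compounds, the library was rerun on cells for 24 hr at 37 deg C and 5% CO2. Viability-linked luminescence was captured 12 min after adding luciferase detection reagent.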
DRD3 agonist – qHTS of D3 Dopamine Receptor Agonist: qHTS; D3R DiscoveRx beta-arrestin cells, luminescence, 90 min; max activation, %; actives 0.58% (n = 410,000); AID 652048, 2013; in the data active = max activation above about 30%; also: 0% is about no effect; mostly tested at two doses, the higher about 12 µM
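Agonist mode: compounds and dopamine controls were applied to plated cells for 90 min at 37 degrees C after an overnight attachment at 1500 cells/well. Luminescent read-out followed 30 - 60 minutes at room temperature with DiscoveRx detection reagent.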
* = called active by the depositor; ? = inconclusive; · = not tested or not shown; [ ] = remark or other dose. Unless noted, calls follow the shape of the dose curve; as a rule, active = well fitted curve in the direction sought with a large enough effect; inconclusive = small, poorly fitted or top-dose-only effect, or another doubt; inactive = no such curve, though single readings can be large; an effect the other way counts as inactive or inconclusive.

Under each structure – PLK1 PBD block	DRD3 antagonist	GLP1R inv ag	GLP1R ag	PI5P4K alpha inh	WRN helicase inh	IL-2 act	GLP1R cytotox	DRD3 agonist
COc1cccc(CNC(=O)[C@@H]2CCCN2C(=O)[C@@H]2CCCN2C(=O)c2cccc(Cl)c2)c1
    -2.5%	-5.9	9.1%	0.0%	-0.4	9.9%	-0.5	2.2%	-2.5
CCOC(=O)c1cc2c(ccn2C)n1Cc1ccccc1Cl
    -3.9%	-4.7	?	7.6%	28.6	3.8%	1.3	2.0%	0.5
CCOC(=O)c1ccc(N2C(=O)c3n[nH]c(-c4cccs4)c3C2c2ccc(OC)cc2OC)cc1 (stereo unspecified)
    ·	·	2.7%	-10.0%	·	·	·	-1.2%	-8.1
C[C@@H]1CN([C@H](C)CO)C(=O)CCCn2nncc2CO[C@H]1CN(C)S(=O)(=O)c1cccs1
    -16.4%	-19.9	2.5%	2.5%	2.0	-1.1%	-2.3	-11.3%	0.4
Cc1ccc(C(=O)CSc2nc3cc(S(=O)(=O)N4CCOCC4)ccc3o2)cc1
    23.8µM*	-4.8	8.6%	-2.6%	-1.5	-7.7%	2.0	11.1%	-0.2
S=C(Nc1cccc(Cl)c1Cl)NC1CCN(Cc2ccccc2)CC1
    -4.2%	-90.2*	?	-1.6%	2.1	-2.3%	-1.3	-14.9%	-20.2
O=C(Nc1ccncc1)Nc1ccc(Br)cc1Cl
    -1.8%	12.5	?	3.5%	0.0	1.6%	-4.3	-17.5%	4.3
O=C(COC(=O)c1cccnc1)Nc1ccc2c(c1)OCO2
    2.0%	19.9	-0.9%	-6.0%	3.0	3.5%	0.0	-7.2%	-1.1
Cc1ccc(CNc2ccc(N3C(=O)CCCC3=O)cc2[N+](=O)[O-])cc1
    -6.5%	-1.2	-1.3%	0.6%	0.3	-14.8%	1.2	-16.9%	-2.8
Cc1ccc(S(=O)(=O)N2CCCCC2)cc1NC(=O)CSc1ccc2c(c1)OCCO2
    -24.0%	-16.3	?	1.1%	?	-32.5%	0.1	0.1%	1.9
O=C(CSc1nnc(-c2cccs2)o1)N1CCCc2ccccc21
    -3.8%	2.3	0.4%	14.9%	-2.0	-0.1%	-0.1	14.4%	-0.8
COc1ccc(Cl)cc1S(=O)(=O)NCc1cccnc1
    -1.5%	17.2	0.8%	-10.9%	·	-1.6%	-0.2	8.4%	7.0
Cc1ccc(CN2CCC(C(=O)Nc3cccc(-c4cccc(F)c4)c3)CC2)o1
    -9.4%	0.1	?	4.8%	-3.2	4.5%	0.8	-22.4%	-3.4
COC(=O)Cc1ccc(OC2(C)CCN(Cc3ccc(-c4ccccn4)cc3)C2)cc1 (stereo unspecified)
    -9.7%	-28.0	23.5%	9.7%	2.3	-0.5%	-0.3	1.1%	-17.1
Cc1ccc(-c2nnc(NC(=O)C3=COCCO3)o2)c(C)c1
    -11.7%	-29.7	24.4%	2.4%	2.3	-2.9%	0.2	-7.3%	-14.6
COC(=O)c1cnn(-c2cc(Oc3cccc(C)c3)ncn2)c1N
    -2.6%	0.0	6.4%	-1.5%	16.3	-6.6%	0.0	-23.3%	-2.0
O=C(Nc1cc(SCC(O)CO)cc([N+](=O)[O-])c1)c1ccc(-n2cnnn2)cc1 (stereo unspecified)
    -20.1%	1.3	-5.5%	-0.6%	6.7	?	0.7	0.8%	1.2
C/C(N)=C(/C#N)C(=O)CSc1ccc2c(c1)OCCO2
    -18.5%	-28.2	0.0%	-0.3%	0.0	-7.3%	0.5	0.6%	-14.2
Oc1ccc2ccccc2c1C=Nc1cc(C(F)(F)F)ccc1N1CCCC1
    5.2%	4.9	?	-17.7%	1.0	-4.6%	0.4	-23.8%	1.4
O=C(CCS(=O)(=O)Cc1ccccc1)Nc1nnc(C(F)(F)F)s1
    6.8%	7.4	?	2.7%	11.2	-3.5%	-1.4	-27.5%	6.7

Random excerpt: 3 entries already listed.
Under each structure – PLK1 PBD block	DRD3 antagonist	GLP1R inv ag	GLP1R ag	PI5P4K alpha inh	WRN helicase inh	IL-2 act	GLP1R cytotox	DRD3 agonist
Cc1ccc(CNc2ccc(N3C(=O)CCCC3=O)cc2[N+](=O)[O-])cc1
    -6.5%	-1.2	-1.3%	0.6%	0.3	-14.8%	1.2	-16.9%	-2.8
COC(=O)Cc1ccc(OC2(C)CCN(Cc3ccc(-c4ccccn4)cc3)C2)cc1 (stereo unspecified)
    -9.7%	-28.0	23.5%	9.7%	2.3	-0.5%	-0.3	1.1%	-17.1
O=C(COC(=O)c1cccnc1)Nc1ccc2c(c1)OCO2
    2.0%	19.9	-0.9%	-6.0%	3.0	3.5%	0.0	-7.2%	-1.1

(list continues)
Under each structure – PLK1 PBD block	DRD3 antagonist	GLP1R inv ag	GLP1R ag	PI5P4K alpha inh	WRN helicase inh	IL-2 act	GLP1R cytotox	DRD3 agonist
CN(CC(=O)Nc1ccccc1Cl)C(=O)Cn1cnc2ccc(Cl)cc2c1=O
    -2.1%	30.4	-3.8%	11.2%	-9.7	-9.6%	-1.9	4.5%	-1.8
COc1cc(-c2noc(C)c2C#Cc2nccn2C)cc(OC)c1OC
    3.1%	7.8	7.9%	18.1%	10.0	-17.8%	-2.5	8.7%	1.0
CCCN1C(=O)N(C)C(N(O)C(=O)NC)C1(C)C (stereo unspecified)
    1.0%	-9.6	-12.2%	-7.8%	9.9	0.8%	0.2	-7.8%	3.9
CC(C)OCC(O)CN (stereo unspecified)
    -8.9%	-1.1	19.8%	-5.6%	-2.2	2.5%	-2.1	17.7%	-4.5
COc1cccc(-c2cc(C(=O)Nc3nc4ccccc4s3)c3ccccc3n2)c1
    ?	-59.0*	0.0%	-8.8%	·	-5.6%	-2.2	-12.2%	-28.9
Cc1ccc(S(=O)(=O)NNC(=O)c2cccnc2)cc1
    2.4%	3.7	14.3%	4.5%	0.8	0.3%	-0.2	5.8%	9.9
Cc1sc2c(c1C)C(=O)NC(c1ccccc1F)N2 (stereo unspecified)
    2.12µM*	1.9	92.9%[activator]	9.4%	?	-28.1%	-0.5	-4.0%	2.2
O=C(NNC(=O)c1sccc1-n1cccc1)c1ccccc1
    23.8µM*	-18.4	0.8%	23.4%	-17.1	2.2%	-0.9	9.1%	-3.1
CCOC(=O)N1CCN(C2=Nc3cccc4cccc2c34)CC1
    -9.7%	-4.2	4.2%	-0.2%	·	-6.5%	-1.1	25.1%	0.5
Cc1ccc2occ(/C=N/NC(=O)c3ccncc3)c(=O)c2c1
    -16.7%	4.3	?	-4.2%	-26.3	1.8%	-0.8	3.4%	7.8
O=C(c1nn2cccnc2c1Cl)N1CCN(c2ccccc2)CC1
    -5.2%	43.3	3.5%	0.9%	6.5	-23.2%	-1.2	-0.4%	2.1
COC(=O)c1cc(S(=O)(=O)N2CCOCC2)ccc1Sc1ccccc1N
    ?	4.7	-7.8%	-5.5%	·	-17.7%	22.7	7.5%	5.3
C=CCc1cccc2cc(C(=O)OCC(=O)c3ccccc3)c(=O)oc12
    2.8%	-5.5	3.0%	-8.0%	2.1	9.1%	0.2	0.1%	4.2
CCN(c1ccccc1)S(=O)(=O)c1cccc(C(=O)NCc2ccccn2)c1
    -3.6%	-7.8	0.2%	4.0%	7.1	-9.6%	-0.3	5.8%	-2.7
COc1cc2c(cc1NC(=O)COC(=O)[C@@H](NS(=O)(=O)c1ccccc1)C(C)C)oc1ccccc12
    -3.7%	-7.1	?	16.0%	5.1	-10.9%	-3.1	15.4%	11.8
CCOC(=O)Cn1c(=O)n(CC2CCCO2)c2nc(-c3c(F)cccc3Cl)nc(C(N)=O)c21 (stereo unspecified)
    ·	·	17.9%	-7.4%	·	·	·	-0.8%	7.2
CCn1c(SCC(=O)Nc2ccc3c(c2)OCO3)nc2c(c1=O)SC(C)C2 (stereo unspecified)
    -6.8%	37.8	17.5%	2.2%	0.2	-8.0%	-1.3	-8.4%	4.7
COc1ccc(-c2nn[nH]n2)cc1OC
    -14.4%	38.2	-4.6%	5.4%	-19.7	-22.2%	-4.7	16.0%	4.9
Cc1ccc(C)c(S(=O)(=O)Nc2ccc(O)c3ccccc23)c1
    23.8µM*	?	-30.6%	7.4%	0.0	-3.9%	-0.8	-23.0%	-11.2
Cc1ccc(C(=O)C2=C(O)C(=O)N(CCCN(C)C)C23C(=O)N(C)c2ccccc23)o1 (stereo unspecified)
    -12.1%	?	1.1%	1.2%	·	2.6%	-1.3	-16.3%	4.1
O=C(NCCCN1CCOCC1)c1ccc(NS(=O)(=O)c2cccc([N+](=O)[O-])c2)cc1
    1.4%	8.5	4.8%	1.6%	-1.7	?	-0.6	14.5%	-9.1
Cc1ccc(NC(=O)CSc2nccn2Cc2ccco2)cc1
    -11.2%	-27.0	-16.0%	1.8%	-5.8	-35.4%	-2.2	-6.9%	-21.1
O=C(/C=C/c1ccc(Cl)cc1)NC(=S)Nc1ccc(NC(=O)c2ccco2)cc1
    -2.8%	-6.1	?	-9.7%	-2.5	-11.6%	-2.2	-24.4%	4.2
CC1CCCCN1C(=O)Cn1nnc(-c2cccnc2)n1 (stereo unspecified)
    -17.1%	9.8	22.7%	?	·	-14.8%	1.6	11.1%	-2.9
COc1cc(OC)c(/C=N/NC(N)=S)cc1Br
    -2.1%	12.9	-15.0%	7.3%	3.1	3.9%	-0.4	?	2.8
CC(C)OC(=O)CC1=NC(=O)CS1
    3.2%	8.0	3.5%	-0.2%	-4.6	7.8%	-0.4	-8.0%	0.7
CC1(C)c2ssc(=S)c2-c2ccccc2N1C(=O)CSC1=NCCS1
    -15.3%	?	?	-10.5%	·	-8.4%	1.2	-1.8%	-9.8

Source: PubChem BioAssay
